Screening results from PubChem.
West Nile antiviral: West Nile virus antiviral activity, cell-based, CPE readout (AID 1621); West Nile virus-infected cells, CPE inhibition; higher % means a stronger effect; hit rate 0.02% among 290,000; one-dose CPE inhibition, % at 10 µM; IC50 in µM for titrated hits; in the data active = a potency from the dose series; also: strong numbers were not always called active
KOR beta-arrestin-1: KOR agonists, beta-arrestin recruitment, primary screen, cell-based, luminescence, uHTS (AID 1777); hit rate 0.02% among 280,000; one-dose activation, % at 10 µM; EC50 in µM for titrated hits; Kappa-type opioid receptor (Homo sapiens); KOR beta-arrestin recruitment, luminescence; higher % means a stronger effect; in the data active = activation above about 50%, passing the limit was not always enough; also: a part of the inactive calls stands beside numbers as strong as those of hits
KOR beta-arrestin-2: KOR antagonists, beta-arrestin recruitment, cell-based, luminescence, uHTS (AID 1778); inhibition, % at 10 µM, or IC50 in µM where a hit was titrated; hit rate 0.091% among 290,000; Kappa-type opioid receptor (Homo sapiens); KOR beta-arrestin recruitment, luminescence, antagonist mode; higher % means a stronger effect; also: strong numbers were not always called active
NOD1 NF-kB reporter: NOD1 signaling inhibitors, primary screen, cell-based, luminescence, uHTS (AID 1578); NOD1-driven NF-kB luciferase reporter cells, luminescence; higher % means a stronger effect; one-dose inhibition, % at 4 µM; EC50 in µM for titrated hits; hit rate 1% among 290,000; in the data active = inhibition mostly above about 36%, no sharp cut-off; inactive = mostly below about 34%;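 also: HEK-293T reporter cells stimulated with the NOD1 agonist gamma-tri-DAP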
NS5 inhibitors: Dengue-2 NS5 methyltransferase inhibitors, primary screen, biochemical, confirmation dose response (AID 588689) | hit rate 0.3% among 340,000 | Genome polyprotein (Dengue virus type 2 (strain 16681-PDK53)) | Dengue-2 NS5 methyltransferase capping enzyme assay, biochemical; higher % means a stronger effect | inhibition, % at 25 µM; hits with a dose series show IC50 in µM; in the data active = a potency from the dose series
HIV peptide binding: inhibitors of HIV fusion peptide binding, primary screen, biochemical, uHTS, fluorescence dequenching (AID 1986). cell-free peptide binding, fluorescence dequenching, 30 min; higher % means a stronger effect. inhibition, % at 20 µM; hits with a dose series show IC50 in µM. hit rate 0.3% among 290,000; in the data active = inhibition mostly above about 52%, no sharp cut-off; inactive = mostly below about 76%; also: some results filed as inactive read as strong as hits
HEK293 NOD2/NF-kB: NOD2 signaling inhibitors, cell-based, luminescence, uHTS, HEK293 (AID 1566) | HEK293 NOD2/NF-kB luciferase reporter, luminescence; higher % means a stronger effect | inhibition, % at 4 µM; hits with a dose series show EC50 in µM | hit rate 0.63% among 290,000; also: many of its hits are not listed in these tables
Yfh1-depleted yeast: enhancers of respiration in Yfh1-depleted yeast, dose response, Friedreich's ataxia, plus single-dose screen (AID 1465); S. cerevisiae Yfh1-off respiration, WST-1 reduction, 72 h; higher fold induction means a stronger effect; fold induction at 50 µM; hits with a dose series show EC50 in µM; hit rate 0.074% among 220,000;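 active = fold induction of absorbance versus untreated yeast above a set limit, then at least 30% activation at any dose in follow-up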;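 also: activators that raise dye reduction in frataxin-depleted yeast; strong numbers were not always called active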
AID2073: inhibitors of Mint1-CaV2.2 protein interaction, biochemical, HTRF (AID 2073) | Voltage-dependent N-type calcium channel subunit alpha-1B (Homo sapiens) | HTRF protein-protein interaction, Mint1-CaV2.2; higher % means a stronger effect | inhibition, % at 20 µM, or IC50 in µM where a hit was titrated | hit rate 0.19% among 290,000; in the data active = inhibition mostly above about 51%, no sharp cut-off; also: some results filed as inactive read as strong as hits
* marks the source's active call; other numbers are inactive results; i = inactive; . = not tested or not shown; [ ] = dose if it differs, or a comment. Rule as the data show it, unless noted: active = inhibition above about 50%; inactive = the rest. Only part of the results is shown; rates above refer to the full screens.

SMILES	West Nile antiviral	KOR beta-arrestin-1	KOR beta-arrestin-2	NOD1 NF-kB reporter	NS5 inhibitors	HIV peptide binding	HEK293 NOD2/NF-kB	Yfh1-depleted yeast	AID2073
CC[C@H](C)[C@H](NC(N)=O)C(=O)OCC(=O)NCc1ccc(Cl)cc1	.	-1.7%	-4%	-24%	-7%	-1.4%	4%	i	5%
CCOc1ccc(Oc2ccc(S(=O)(=O)N3CCOCC3)cc2N)cc1	-1.2%	1.5%	2%	-7%	7%	-1.0%	22%	i	-5%
Cc1cccc(CSCCNC(=S)Nc2ccccc2)c1	-1.6%	-0.7%	.	-3%	-6%	-1.8%	-124%	i	-6%
COc1ccc(NC(=O)CC2C(=O)N(c3cccc(OC)c3)C(=O)N2C(C)C)cc1 (configuration not stated)	-0.2%	-5.4%	38%	-19%	1%	0.8%	1%	i	9%
O=C(Cc1ccccc1)N1CCC(c2nc3ccccc3[nH]2)CC1	-0.4%	.	10%	-22%	0%	-0.8%	8%	i	-10%
CCCC(c1nnnn1CS(=O)(=O)c1ccc(C)cc1)N1CCN(CC)CC1 (configuration not stated)	-0.3%	.	0%[20 µM]	-24%	.	-0.6%	12%	i	21%
CCN(CC1COc2ccccc2O1)C(=S)Nc1ccc(F)cc1 (configuration not stated)	-1.2%	1.7%	19%	-1%	-4%	0.1%	18%	i	-14%
O=C(NCc1ccco1)C1CCCN1C(=O)NCc1ccccc1 (configuration not stated)	1.1%	-2.8%	1%	11%	-1%	-2.3%	9%	i	2%
O=C(CN1C(=O)/C(=C/c2cccc(Br)c2)SC1=S)NC1=NCCS1	1.0%	3.8%	-15%	-33%	22%	4.8%	11%	i	35%
NC(=O)CC(NC(=O)Cc1ccc(Br)cc1)c1ccc(NC2CC3CCC2C3)c([N+](=O)[O-])c1 (configuration not stated)	-1.4%	-0.7%	-45%[20 µM]	-35%	-2%	-2.3%	-107%	.	-3%
COc1cc(OC)cc(C(=O)Oc2ccc(/C=N/Nc3nc4ccccc4s3)cc2OC)c1	-0.7%	4.7%	8%	-26%	-5%	3.4%	-48%	i	3%
Cc1ccc(C(=O)NNc2nc3ccccc3nc2C(F)(F)F)cc1	0.1%	-2.5%	14%	9%	4%	-2.5%	20%	i	-7%
COC(=O)c1sc(N2C(=O)C(O)=C(C(=O)c3ccc(C)o3)C2c2cccs2)nc1C (configuration not stated)	0.5%	-2.9%	10%	7%	-5%	35%	19%	.	1%
CC(C)(NS(=O)(=O)OCC(Cl)(Cl)Cl)c1ccccc1	-0.9%	-5.5%	-8%[20 µM]	-15%	-2%	0.6%	-2%	.	-4%
Cn1nc(Cc2n[nH]c(=S)n2C)c2ccccc2c1=O	0.0%	0.7%	2%	-7%	-3%	0.3%	-4%	i	5%
CCOc1ccc(NC(=O)Nc2ccccc2SC)cc1	-1.1%	1.5%	-6%	-53%	-6%	0.9%	-98%	i	35%
CCOCCCNS(=O)(=O)c1ccc(NC(=O)c2ccccc2)cc1	-1.3%	4.2%	1%	-12%	-6%	-3.0%	11%	i	-8%
CC(C)(C)NC(=O)C(c1ccccn1)N(C(=O)c1ccc2c(c1)OCCO2)C1CCCC1 (configuration not stated)	-0.8%	-2.9%	-21%	-14%	-6%	1.9%	-11%	i	0%
Nc1nonc1-n1nnc(C(=O)N/N=C/c2cccnc2)c1CSc1ccc(Cl)cc1	0.2%	1.3%	-1%	15%	6%	1.4%	34%	.	-4%
CN(C)S(=O)(=O)c1ccc(NC(=S)NC(=O)c2cccs2)cc1	-0.5%	-6.2%	11%	-7%	.	-0.5%	-7%	i	-8%
Cc1cccc2cc(C(c3nnnn3C(C)(C)C)N3CCN(C(=O)c4ccco4)CC3)c(=O)[nH]c12 (configuration not stated)	-0.1%	-1.1%	23%	.	-5%	-0.4%	8%	i	4%
CCCn1c(SCC(=O)Nc2cccc(C(=O)OC)c2)nnc1-c1cccnc1	.	-0.3%	20%	-26%	-12%	1.2%	-12%	.	12%
O=C(NCc1ccco1)c1ccc(Oc2ccccc2)cc1	1.4%	-7.6%	4%	-43%	-14%	0.6%	-45%	i	5%
O=C(CCS(=O)(=O)c1ccc2c(c1)NC(=O)CO2)NCc1ccccc1	0.2%	-3.1%	-30%	0%	-9%	-0.7%	7%	.	6%
CC(=O)/C=C/c1ccc(C)o1	0.4%	3.2%	4%	-24%	5%	9.1%	17%	i	36%

Exported with two lines to a compound: seven of the compounds above.
Below each SMILES – West Nile antiviral | KOR beta-arrestin-1 | KOR beta-arrestin-2 | NOD1 NF-kB reporter | NS5 inhibitors | HIV peptide binding | HEK293 NOD2/NF-kB | Yfh1-depleted yeast | AID2073
- Nc1nonc1-n1nnc(C(=O)N/N=C/c2cccnc2)c1CSc1ccc(Cl)cc1
 : 0.2% | 1.3% | -1% | 15% | 6% | 1.4% | 34% | . | -4%
- O=C(CN1C(=O)/C(=C/c2cccc(Br)c2)SC1=S)NC1=NCCS1
 : 1.0% | 3.8% | -15% | -33% | 22% | 4.8% | 11% | i | 35%
- Cc1ccc(C(=O)NNc2nc3ccccc3nc2C(F)(F)F)cc1
 : 0.1% | -2.5% | 14% | 9% | 4% | -2.5% | 20% | i | -7%
- Cc1cccc2cc(C(c3nnnn3C(C)(C)C)N3CCN(C(=O)c4ccco4)CC3)c(=O)[nH]c12 (configuration not stated)
 : -0.1% | -1.1% | 23% | . | -5% | -0.4% | 8% | i | 4%
- O=C(CCS(=O)(=O)c1ccc2c(c1)NC(=O)CO2)NCc1ccccc1
 : 0.2% | -3.1% | -30% | 0% | -9% | -0.7% | 7% | . | 6%
- CCN(CC1COc2ccccc2O1)C(=S)Nc1ccc(F)cc1 (configuration not stated)
 : -1.2% | 1.7% | 19% | -1% | -4% | 0.1% | 18% | i | -14%
- O=C(Cc1ccccc1)N1CCC(c2nc3ccccc3[nH]2)CC1
 : -0.4% | . | 10% | -22% | 0% | -0.8% | 8% | i | -10%

Remaining list, next part
SMILES	West Nile antiviral	KOR beta-arrestin-1	KOR beta-arrestin-2	NOD1 NF-kB reporter	NS5 inhibitors	HIV peptide binding	HEK293 NOD2/NF-kB	Yfh1-depleted yeast	AID2073
c1ccc(OCc2nnc3sc(C4COc5ccccc5O4)nn23)cc1 (configuration not stated)	-0.5%	-8.2%	8%	2%	0%	-0.4%	-2%	i	46%
Nc1nnnn1/N=C/c1cccc(O)c1	.	-3.9%	2%	-22%	-6%	-2.2%	-3%	.	21%
CCn1c(-c2ccc(N)cc2)nc2ccccc21	0.1%	-1.6%	-1%	-4%	-3%	0.6%	-8%	i	2%
OC1CCN(C(c2ccc3ncccc3c2)c2nnnn2C2CCCCC2)CC1 (configuration not stated)	-0.7%	0.0%	-1%	-8%	-6%	-0.5%	11%	i	-4%
COc1cccc(OCC(O)CN2CCC(CN3C(=O)c4cccc5cccc(c45)C3=O)CC2)c1 (configuration not stated)	-2.0%	-3.7%	10%	-6%	-2%	2.7%	3%	i	-2%
CCCN1CCC(=O)N([C@H](CSc2ccc(Br)cc2)c2ccccc2)CC1	-0.8%	-1.5%	43%	-2%	0%	-1.9%	-77%	i	5%
O=C(CC(=O)NCc1cccnc1)NCc1cccnc1	1.0%	0.8%	7%	6%	-1%	-0.7%	18%	i	4%
CCC(C)c1ccc(NC(=O)c2cccs2)cc1 (configuration not stated)	-0.9%	-2.6%	29%	-84%	1%	14%	-196%	i	0%
Cn1c(=O)cc(SCC(=O)N2CCN(C(=O)c3ccco3)CC2)c2ccccc21	1.2%	2.4%	-21%	-20%	8%	-0.4%	-4%	i	8%
COC(=O)C(NC(=O)c1ccc(C)cc1)(Nc1cccc(C)n1)C(F)(F)F (configuration not stated)	-0.2%	-4.0%	4%	-33%	6%	1.1%	9%	i	13%
COc1ccccc1CNS(=O)(=O)c1cccc(S(=O)(=O)N2CCOCC2)c1	-0.7%	-2.2%	24%	-9%	-17%	1.3%	7%	i	-4%
CCC(C)NC(=O)CSc1nnc(-c2ccoc2C)n1CC1CCCO1 (configuration not stated)	-0.3%	0.1%	10%	-24%	-5%	-3.1%	9%	i	6%
CCOC(=O)C(Cc1ccc(Cl)cc1Cl)c1ccno1 (configuration not stated)	0.1%	0.7%	15%	10%	-2%	2.8%	3%	i	6%
COc1ccccc1Sc1nc(-c2ccccc2)ncc1OC	-0.4%	-2.0%	-1%	12%	0%	-0.3%	-3%	i	2%
CCCCCn1c(=O)c(-c2nc3ccccc3c(=O)[nH]2)c(O)c2ccccc21	-0.1%	-3.2%	-17%	-8%	.	-1.6%	11%	i	-5%
O=C(CSc1oc(-c2ccco2)nc1S(=O)(=O)c1ccccc1)NCC1CCCO1 (configuration not stated)	0.1%	11%	12%	-35%	.	13%	4%	i	5%
Cc1oc2c(CN3CCCCC3C)c(O)ccc2c(=O)c1-c1ccccc1 (configuration not stated)	-0.6%	-3.9%	21%	-15%	-5%	-1.2%	0%	.	24%
Cc1ccc(Nc2nc(N)[nH]c(=O)c2N=O)cc1	1.7%	0.1%	12%	-5%	3%	7.2%	6%	i	3%
O=[N+]([O-])c1ccc(-c2cnc(SC(c3ccccc3)c3ccccc3)[nH]2)cc1	-0.8%	1.2%	13%	-13%	-3%	1.4%	-5%	i	10%
CCN1CCN(c2ccc(NC(=O)c3ccc([N+](=O)[O-])o3)cc2Cl)CC1	-1.6%	-4.3%	7%	10%	-6%	-1.1%	20%	i	-4%
CCC(Sc1nc(-c2ccccc2)c(C#N)c(=O)[nH]1)C(=O)Nc1cc(C)on1 (configuration not stated)	-0.2%	-3.5%	14%	-3%	-4%	10%	13%	i	16%
CC(=O)c1nnn(-c2ccc([N+](=O)[O-])cc2C)c1C	1.2%	1.8%	-8%	-6%	2%	4.2%	13%	i	10%
O=C(CN(C(=O)CNC(=O)c1cccs1)c1cccc(F)c1)NC1CCCCC1	-0.4%	5.4%	-8%	-20%	-6%	0.3%	-7%	.	11%
O=C(NC(=S)Nc1nc(-c2ccc(Br)cc2)cs1)c1cccnc1	-0.7%	5.6%	2%	-1%	-4%	2.6%	13%	i	9%
Cc1cccc(N(C)S(=O)(=O)c2ccc3[nH]cc(C(=O)N4CCOCC4)c(=O)c3c2)c1	0.0%	-0.5%	7%	5%	.	0.6%	17%	i	3%
The results go on:
SMILES	West Nile antiviral	KOR beta-arrestin-1	KOR beta-arrestin-2	NOD1 NF-kB reporter	NS5 inhibitors	HIV peptide binding	HEK293 NOD2/NF-kB	Yfh1-depleted yeast	AID2073
O=C1CCCN1CC(O)CS(=O)(=O)Cc1ccccc1 (configuration not stated)	1.2%	-1.4%	-21%	-10%	-4%	-0.9%	-9%	.	0%
CC1(C)CC(=O)C2=C(C1)Nc1ccccc1NC2c1cc(Cl)ccc1O (configuration not stated)	-1.9%	-1.7%	19%	-21%	7%	-0.8%	5%	.	10%
Cc1cccc(Nc2ccncc2S(=O)(=O)NC(=O)NC(C)C)c1	0.3%	4.6%	-11%	-5%	2%	0.1%	2%	i	8%
Cc1cc(C)n(CC(=O)N2c3ccccc3Sc3ccc(C(F)(F)F)cc32)n1	-0.9%	4.4%	46%	-28%	-11%	-1.1%	-6%	i	-2%
COC(=O)c1ccccc1NC(=O)Cc1ccccc1OC	0.2%	-0.2%	18%	-13%	4%	2.9%	12%	i	5%
CCCCC(=O)N1CCN(c2nc3ccc(Cl)cc3s2)CC1	0.1%	0.8%	-20%	-30%	-4%	2.2%	6%	.	-12%
NC(=O)C1CC(O)CN1c1nc(CN2CCOCC2)nc2scc(-c3ccccc3)c12 (configuration not stated)	0.2%	-0.3%	-15%	1%	-2%	-4.7%	11%	i	-7%
